TSHR antagonist – Antagonists of the Thyroid Stimulating Hormone Receptor: HTS campaign; Thyrotropin receptor (Homo sapiens), P16473; actives 0.2% (n = 330,000); activity change, negative = inhibition, % at 11.5 µM; TSHR-expressing cells, TSH-stimulated cAMP HTRF, 2 h; active compounds read low;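 active means activity change below a set negative limit, meaning inhibition stronger than a set level, cut at about -70% in these data; inconclusive means activity change between two set negative limits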; further: on the % scale 0 is the no-effect control and ±100 the full control effect
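TSHR-expressing cells were treated with compounds, then stimulated with TSH at EC80 (4nM final) for 2 hours at 37 deg C. Cellular cAMP was measured by HTRF competition between lysate cAMP and cAMP-d2 for a cryptate-labelled anti-cAMP antibody.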
MBNL1 CUG block – qHTS Assay for Inhibitors of MBNL1-poly(CUG) RNA binding. Potency, µM (top dose mostly 57.5 µM), for inactives: at the highest dose activity change, negative = inhibition, usual class: inhibitors. TR-FRET MBNL1-His/biotin-(CUG)12 binding, 665/545 ratio. actives 0.036% (n = 280,000). Muscleblind-like protein 1 (Homo sapiens), Q9NR56; active means well fitted inhibition curve with a large enough effect in the signal ratio, with a control signal flat, not every such curve was filed as active; inconclusive means small, poorly fitted or top-dose-only effect, or effect the other way, or a change in a side signal; inactive means no such curve, though single readings can be large or run the other way; the % refers to the signal ratio; further: potency means the concentration at half of the fitted maximal effect; on the % scale 0 is the no-effect control and ±100 the full control effect
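TR-FRET readout: Ex 340 nm, 665/545 nm emission ratio, normalized to buffer-only (basal) and MBNL1-(CUG)12 controls. Complex of MBNL1-His with Biotin-(CUG)12, compounds 92 nM–58 uM, incubated 60 min at room temperature.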
USP2a block – qHTS Assay for Inhibitors of Ubiquitin-specific Protease USP2a Using CHOP2 as the Reporter | AID 463254, 2010 | Potency, µM (highest dose often 38.3 µM), for the others: at the top dose activity change, negative = inhibition, usual class: inhibitors | actives 0.01% (n = 330,000) | USP2 core, Ub-CHOP2 coupled fluorogenic reporter, 485/531;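 further: potency means the concentration at half of the fitted maximal effect; plate controls were DMSO wells for no effect and full inhibition by NEM control for full effect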
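Cell-free coupled assay: 10nM USP2 core preincubated 30min RT with compound in Tris-HCl pH 8.0/CaCl2/CHAPS buffer, then 25nM Ub-CHOP2 and 25nM reporter substrate; fluorescence (Ex 485/Em 531) read after 60min RT, normalized to NEM inhibition, concentration-response curves fitted.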
KCNH2 WT inh – qHTS for Inhibitors of KCHN2 3.1: Wildtype qHTS. Voltage-gated inwardly rectifying potassium channel KCNH2 (Homo sapiens), Q12809. U2OS, BacMam KCNH2, thallium flux FluxOr; active compounds read low. activity change, % at 1.84 µM. actives 0.37% (n = 340,000);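 active means maximum activity change below -70%; inconclusive means maximum activity change between -70% and -50%; inactive means maximum activity change above -50%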; further: on the % scale 0 is the no-effect control and ±100 the full control effect
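U2OS cells were transduced with wild-type KCNH2 virus (2.03 x 10^8 / mL) for 4 h at room temperature, then cultured overnight at 37 C. Thallium flux was read with FluxOr dye. Rate constants were normalized to DMSO controls.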
Menin-MLL TR inh – qHTS Assay for Inhibitors Targeting the Menin-MLL Interaction in MLL Related Leukemias: Competition With Texas Red Labeled MLL-derived Mutant Peptide. O00255. Menin + Texas Red MLL mutant peptide, fluorescence polarization. Potency, µM (titrated, usually from 61.6 µM), inactives show top-dose FP activity change, negative = inhibition, most hits filed as inhibitors. actives 0.23% (n = 270,000). AID 1768, 2009; active means well fitted inhibition curve with a large enough effect in the polarisation, with a control signal flat, not every such curve was filed as active; inconclusive means small, poorly fitted or top-dose-only effect, or effect the other way, or a change in a side signal; inactive means no such curve, though single readings can be large or run the other way; the % refers to the polarisation; further: potency means the concentration at half of the fitted maximal effect; % of control where 0% means no effect; many of its hits are not listed in these tables
S-ASM inh – Inhibitors of Secretory Acid Sphingomyelinase (S-ASM): qHTS. AID 504937, 2011. actives 0.006% (n = 340,000). Potency, µM (top dose mostly 57.5 µM), without a hit: at the top dose activity change, negative = inhibition, actives largely listed as inhibitors. Sphingomyelin phosphodiesterase (Homo sapiens), P17405. placental ASM, HMU-PC fluorogenic substrate, 60 min; further: potency means the concentration at half of the fitted maximal effect
Target sequence (P17405 47-631 limits assumed): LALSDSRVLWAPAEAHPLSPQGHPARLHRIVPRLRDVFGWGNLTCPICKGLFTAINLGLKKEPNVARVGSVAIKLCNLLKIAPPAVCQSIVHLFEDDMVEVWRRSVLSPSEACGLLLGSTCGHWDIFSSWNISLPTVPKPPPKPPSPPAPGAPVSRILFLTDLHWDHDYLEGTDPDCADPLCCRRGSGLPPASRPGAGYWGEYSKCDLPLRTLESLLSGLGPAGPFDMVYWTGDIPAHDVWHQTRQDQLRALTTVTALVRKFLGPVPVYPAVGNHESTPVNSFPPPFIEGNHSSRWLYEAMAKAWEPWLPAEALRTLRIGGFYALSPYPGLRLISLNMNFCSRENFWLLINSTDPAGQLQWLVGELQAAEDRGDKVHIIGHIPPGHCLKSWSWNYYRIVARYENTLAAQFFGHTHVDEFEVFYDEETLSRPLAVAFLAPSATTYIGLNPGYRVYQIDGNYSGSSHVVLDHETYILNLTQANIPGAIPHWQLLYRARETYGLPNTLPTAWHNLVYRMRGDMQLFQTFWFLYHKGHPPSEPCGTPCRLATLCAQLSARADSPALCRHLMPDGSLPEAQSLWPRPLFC
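qHTS format. ASM enzyme prepared from human placenta hydrolyses the fluorogenic substrate HMU-PC0 (9 uM final) over 60 min at 37 °C after a 10 min compound preincubation.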
Chronic BCR inh – qHTS Assay to Find Inhibitors of Chronic Active B-Cell Receptor Signaling; ABC-DLBCL IkBa-CBG/CBR reporter, luminescence ratio, 4 h; actives 0.05% (n = 340,000); Potency, µM (highest dose often 46.1 µM), without a hit: at the highest dose ratio change, negative = lower green/red ratio, most hits filed as inhibitors; active means well fitted inhibition curve with a large enough effect in the signal ratio, with a control signal flat, not every such curve was filed as active; inconclusive means small, poorly fitted or top-dose-only effect, or effect the other way, or a change in a side signal; the % refers to the signal ratio;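 further: potency means the concentration at half of the fitted maximal effect; plate controls were basal doxycycline-induced cells for no effect and cells given 10 µM MG132 for full effect; MG132 reads +100%, hits lower the ratio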
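Compounds up to 46 uM were incubated four hours with TMD8 cells whose green CBG68 luciferase is fused to IkappaBalpha; red CBR luminescence normalised the signal, and concentration-effect curves were fitted to fusion, red and ratio data.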
Eya2 inh – qHTS Assay for Inhibitors of the Phosphatase Activity of Eya2. recombinant Eya2, OMFP fluorescence dephosphorylation (OMFP is methylfluorescein phosphate). actives 0.006% (n = 330,000). Potency, µM (titrated, usually from 76.9 µM), for the others: top-dose activity, negative = inhibition, most hits filed as inhibitors; further: potency means the concentration at half of the fitted maximal effect; on the % scale 0 is the no-effect control and ±100 the full control effect
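Eya2 (0.2 uM) preincubated 10 min at ambient with compound, then OMFP substrate added at 50 uM; 10 min reaction in 50 mM HEPES pH 7.5, 50 mM NaCl, 5 uM MgCl2, 0.05% BSA, 1 mM DTT. Fluorescence read at Ex 485/Em 525 nm.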
Mito fusion yeast – qHTS Assay for Small Molecule Inhibitors of Mitochondrial Division or Activators of Mitochondrial Fusion; S. cerevisiae fusion-defective mutant growth rescue, CellTiterGlo 48 h; actives 0.23% (n = 320,000); Potency, µM (doses to about 46.1 µM), for the others: at the top dose growth rescue (activation), most hits filed as activators;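 further: potency means the concentration at half of the fitted maximal effect; % of control where 0% means no effect; nearly all actives have a fitted effect of over 45% in size; temperature-sensitive fusion mutants such as fzo1-1 at 37 °C on non-fermentable ethanol glycerol medium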
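Temperature-sensitive fusion-defective S. cerevisiae (e.g. fzo1-1, mgm1-5) were grown with compound in YPEG medium (3% ethanol, 3% glycerol) for 48 hours at 37C. Growth rescue was measured as viability by CellTiterGlo luminescence after 10 minutes at ambient.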
GALK inh – qHTS Assay for Inhibitors of Human Galactokinase (GALK). P51570. actives 0.007% (n = 270,000). Potency, µM (doses to about 57.5 µM), for inactives: top-dose activity change, negative = inhibition, actives largely listed as inhibitors. Purified GALK, Kinase-Glo residual ATP luminescence; further: potency means the concentration at half of the fitted maximal effect; on the % scale 0 is the no-effect control and ±100 the full control effect
Target sequence (P51570 whole entry, looked up): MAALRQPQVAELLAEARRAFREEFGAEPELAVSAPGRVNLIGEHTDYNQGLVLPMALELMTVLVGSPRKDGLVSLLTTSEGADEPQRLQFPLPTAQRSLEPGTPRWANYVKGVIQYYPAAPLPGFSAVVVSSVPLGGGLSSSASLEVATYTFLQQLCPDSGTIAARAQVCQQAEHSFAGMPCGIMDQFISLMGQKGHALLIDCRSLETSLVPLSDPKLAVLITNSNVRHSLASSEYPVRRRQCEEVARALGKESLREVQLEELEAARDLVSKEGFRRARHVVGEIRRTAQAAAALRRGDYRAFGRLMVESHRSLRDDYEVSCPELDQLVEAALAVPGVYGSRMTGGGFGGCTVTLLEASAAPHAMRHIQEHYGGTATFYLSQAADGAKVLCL
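The enzyme phosphorylates galactose (100 uM) using ATP (35 uM); inhibition is detected as higher residual ATP, quantified by bioluminescence after 1 h reaction at room temperature, pH 8.0.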
PKM2 activator – qHTS Assay for Activators of Human Muscle isoform 2 Pyruvate Kinase; Pyruvate kinase PKM (Homo sapiens), P14618; purified PKM2, Kinase-Glo ATP luminescence, activation; response scale: 0% is enzyme alone, no compound; Potency, µM (titrated, usually from 57.5 µM), inactives show top-dose activation, usual class: activators; actives 0.34% (n = 260,000); AID 1631, 2009; further: potency means the concentration at half of the fitted maximal effect; on the % scale 0 is the no-effect control and ±100 the full control effect; nearly all actives have a fitted effect of over 55% in size
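hPK-M2, >95% pure; 0.1 mM ADP / 0.5 mM PEP final; imidazole pH7.2 buffer w/ 7 mM MgCl2, 50 mM KCl; 1 h RT; Kinase-Glo lum. Intermediate enzyme activity for dual inhibitor/activator qHTS.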
The depositor's hits bear a star; [ ] = another dose, or the depositor's remark. Unless noted, the call rests on the fitted dose curve; in most records, active means well fitted curve in the direction sought with a large enough effect; inconclusive means small, poorly fitted or top-dose-only effect, or another doubt; inactive means no such curve, though single readings can be large; an effect the other way counts as inactive or inconclusive. Not all compounds are listed; rates above refer to the full screens.

What do the screens show for `Cc1ccc(/C=N/NC(=O)c2ccc3nc[nH]c3c2)s1`?
TSHR antagonist: -7; MBNL1 CUG block: inconclusive; USP2a block: 2%; KCNH2 WT inh: -5; Menin-MLL TR inh: 12%; S-ASM inh: 5%; Chronic BCR inh: inconclusive; Eya2 inh: 7%; Mito fusion yeast: -3%; GALK inh: 0%; PKM2 activator: 8%

Results for NS(=O)(=O)c1ccc(NC(=O)CNC(=O)c2ccc3c(c2)OCO3)cc1 ?
TSHR antagonist: 3; USP2a block: 0%; KCNH2 WT inh: 7; S-ASM inh: 1%; Chronic BCR inh: 0%; Eya2 inh: -29%

What do the screens show for `CCCc1cc(=O)[nH]c(SCC(=O)Nc2cc(S(=O)(=O)N3CCCCC3)ccc2C)n1`?
TSHR antagonist: -21; USP2a block: 3%; KCNH2 WT inh: -4; S-ASM inh: -1%; Chronic BCR inh: 1%; Eya2 inh: -7%; Mito fusion yeast: 1%

How did COc1ccc(-c2cc(=O)oc3cc(OCc4nn[nH]n4)ccc23)cc1 do in these assays?
TSHR antagonist: -12; MBNL1 CUG block: inconclusive; USP2a block: 4%; KCNH2 WT inh: -19; Menin-MLL TR inh: 3%; S-ASM inh: 12%; Chronic BCR inh: -1%; Eya2 inh: -4%; Mito fusion yeast: 1%; GALK inh: -1%; PKM2 activator: 0%

How did CCCc1ncc(C(O)c2ccccc2OC)n1C (stereo unspecified) do in these assays?
TSHR antagonist: 6; MBNL1 CUG block: -24%; USP2a block: 0%; KCNH2 WT inh: -201*; Menin-MLL TR inh: 5%; S-ASM inh: 3%; Chronic BCR inh: -1%; Eya2 inh: 2%; Mito fusion yeast: 4%; GALK inh: 1%; PKM2 activator: 3%

How did COCCCn1c(C23CC4CC(CC(C4)C2)C3)n[nH]c1=S do in these assays?
TSHR antagonist: -13; MBNL1 CUG block: 0%; USP2a block: 0%; KCNH2 WT inh: 5; Menin-MLL TR inh: -15%; S-ASM inh: -4%; Chronic BCR inh: inconclusive; Eya2 inh: 6%; Mito fusion yeast: -5%; GALK inh: 3%; PKM2 activator: 0%

Results for Cc1cc(N)n(-c2nc(-c3cccnc3)nc3ccccc23)n1 ?
TSHR antagonist: 3; MBNL1 CUG block: inconclusive; USP2a block: -1%; KCNH2 WT inh: 4; Menin-MLL TR inh: 19%; S-ASM inh: -11%; Chronic BCR inh: inconclusive; Eya2 inh: -8%; Mito fusion yeast: -2%; GALK inh: 0%; PKM2 activator: -5%

How did O=C(COc1ncnc2cc([N+](=O)[O-])ccc12)NC(=O)NC1CCCCC1 do in these assays?
TSHR antagonist: -11; MBNL1 CUG block: inconclusive; USP2a block: -2%; KCNH2 WT inh: 6; Menin-MLL TR inh: 11%; S-ASM inh: 12%; Chronic BCR inh: -15%; Eya2 inh: -1%; Mito fusion yeast: -5%; GALK inh: -3%; PKM2 activator: -1%

What do the screens show for `C/C(=N\NC(=O)c1c(Br)c(C)nn1C)c1ccc(NC(=O)C(C)Oc2ccc(Cl)cc2C)cc1` (stereo unspecified)?
TSHR antagonist: 2; MBNL1 CUG block: -4%; USP2a block: 3%; KCNH2 WT inh: -10; Menin-MLL TR inh: inconclusive; S-ASM inh: -12%; Chronic BCR inh: 0%; Eya2 inh: 3%; Mito fusion yeast: -1%; GALK inh: 2%; PKM2 activator: 1%

Results for CN(C(=O)CC1C(=O)NCCN1Cc1cccc(F)c1F)C1CCOCC1 (stereo unspecified) ?
TSHR antagonist: 8; MBNL1 CUG block: 2%; USP2a block: -1%; KCNH2 WT inh: -3; S-ASM inh: 48%[activator]; Chronic BCR inh: 0%; Eya2 inh: -4%; Mito fusion yeast: 3%; GALK inh: -1%; PKM2 activator: -3%

How did CCCc1nc2ccccc2n1CC(O)COc1ccc(NC(C)=O)cc1 (stereo unspecified) do in these assays?
TSHR antagonist: -1; MBNL1 CUG block: 0%; USP2a block: -1%; KCNH2 WT inh: 13; Menin-MLL TR inh: 0%; S-ASM inh: -1%; Chronic BCR inh: inconclusive; Eya2 inh: 0%; Mito fusion yeast: -1%; GALK inh: -2%; PKM2 activator: 0%

How did NNC(=O)c1ccc(CSc2nc3ccccc3[nH]2)cc1 do in these assays?
TSHR antagonist: -11; MBNL1 CUG block: 10%; USP2a block: 0%; KCNH2 WT inh: 2; Menin-MLL TR inh: 15%; S-ASM inh: -2%; Chronic BCR inh: -3%; Eya2 inh: 5%; Mito fusion yeast: 7%; GALK inh: -1%; PKM2 activator: 7%

Results for Cc1cc(Nc2cccc(F)c2)n2c(n1)nc1ccccc12 ?
TSHR antagonist: 6; MBNL1 CUG block: -4%; USP2a block: -5%; KCNH2 WT inh: -11; Menin-MLL TR inh: 23%; S-ASM inh: 2%; Chronic BCR inh: 0%; Eya2 inh: 4%; Mito fusion yeast: -8%; GALK inh: -1%; PKM2 activator: 7%

Results for CCOC(=O)c1c(/N=C/c2cc(C)ccc2O)sc2c1CCC2 ?
TSHR antagonist: 18; MBNL1 CUG block: -5%; USP2a block: -2%; KCNH2 WT inh: 61; Menin-MLL TR inh: -4%; S-ASM inh: -6%; Chronic BCR inh: 4%; Eya2 inh: -12%; Mito fusion yeast: 11%; GALK inh: 2%; PKM2 activator: -10%

Results for CNC(=S)Nc1ccc(C(N)=O)cc1 ?
TSHR antagonist: 27; MBNL1 CUG block: -19%; USP2a block: -1%; KCNH2 WT inh: -3; Menin-MLL TR inh: 11%; S-ASM inh: 1%; Chronic BCR inh: -12%; Eya2 inh: 10%; Mito fusion yeast: -7%; GALK inh: 6%; PKM2 activator: -9%

How did CN(C(=O)c1ccc(NC(=O)Cc2cccc(NC(=O)C3CCN(C(=O)C4CCCC4)CC3)c2)cc1)C1CCCC1 do in these assays?
TSHR antagonist: 4; USP2a block: 1%; S-ASM inh: -1%; Chronic BCR inh: 7%; Eya2 inh: -7%; Mito fusion yeast: 4%

What do the screens show for `COc1cccc(CNC(=O)COC(=O)CCS(=O)(=O)c2ccc(C)cc2)c1`?
TSHR antagonist: 2; USP2a block: 1%; KCNH2 WT inh: 0; Chronic BCR inh: 1%; Eya2 inh: 14%; Mito fusion yeast: 0%

Results for CC1CCC2C(=O)N(c3ccccc3OC(=O)c3ccccc3F)C(=O)C2C1 (stereo unspecified) ?
TSHR antagonist: -1; MBNL1 CUG block: 1%; USP2a block: -1%; KCNH2 WT inh: 0; Menin-MLL TR inh: -5%; S-ASM inh: -3%; Chronic BCR inh: 5%; Eya2 inh: -13%; Mito fusion yeast: 0%; GALK inh: -4%; PKM2 activator: 3%

Results for COc1ccc(-n2c(=O)c3c4c(sc3n3c(=S)[nH]nc23)CCCC4)cc1 ?
TSHR antagonist: -14; MBNL1 CUG block: inconclusive; USP2a block: 1%; KCNH2 WT inh: -1; Menin-MLL TR inh: 11%; S-ASM inh: -10%; Chronic BCR inh: -2%; Eya2 inh: 2%; Mito fusion yeast: -2%; GALK inh: 1%; PKM2 activator: -12%

How did CC(C(=O)O)N1C(=O)c2ccccc2C1=O (stereo unspecified) do in these assays?
TSHR antagonist: 10; MBNL1 CUG block: -8%; USP2a block: 4%; KCNH2 WT inh: 3; Menin-MLL TR inh: -8%; S-ASM inh: 3%; Chronic BCR inh: 16%; Eya2 inh: -2%; Mito fusion yeast: 3%; GALK inh: -1%; PKM2 activator: -8%

What do the screens show for `COc1ccc(NC(=O)C2CCN(S(C)(=O)=O)CC2)c(OC)c1`?
TSHR antagonist: -4; MBNL1 CUG block: 4%; USP2a block: 4%; KCNH2 WT inh: 2; Menin-MLL TR inh: inconclusive; S-ASM inh: 5%; Chronic BCR inh: 3%; Eya2 inh: 4%; Mito fusion yeast: 1%; GALK inh: -2%; PKM2 activator: -6%

Results for O=C(Nc1cccc(Cl)c1Cl)c1ccccc1NC(=O)C1CC=CCC1C(=O)O (stereo unspecified) ?
TSHR antagonist: -43; MBNL1 CUG block: -7%; USP2a block: 3%; KCNH2 WT inh: 1; S-ASM inh: 5%; Chronic BCR inh: 11%; Eya2 inh: -7%; Mito fusion yeast: 0%; GALK inh: -5%
